Compound activity: PubChem, National Center for Advancing Translational Sciences (NCATS)
APEX1 inh: qHTS Assay for Inhibitors of the Human Apurinic/apyrimidinic Endonuclease 1 (APE1) | DNA repair nuclease/redox regulator APEX1 (Homo sapiens), P27695 | recombinant APE1, TAMRA/BHQ-2 abasic DNA cleavage fluorescence | Potency, µM (doses to about 65.8 µM), for inactives: top-dose activity change, negative = inhibition, hits mostly inhibitors | actives 0.35% (n = 350,000);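 also: potency is read from the fitted curve at half-maximal effect; plate controls were vehicle for no effect and reference inhibitor for full effect; nearly all actives have a fitted effect of over 55% in size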
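APE1 at 0.75 nM final was preincubated with compound 15 min at room temperature, then 50 nM double-stranded THF abasic-site substrate (5'-TAMRA/3'-BHQ-2) was added. Fluorescence (ex 525/em 598 nm) was read kinetically; third-minus-first read gave activity.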
BLM helicase inh: qHTS Assay for Inhibitors of Bloom's syndrome helicase (BLM). recombinant BLM DNA unwinding, fluorescence dequenching. RecQ-like DNA helicase BLM (Homo sapiens), P54132. actives 0.2% (n = 350,000). Potency, µM (highest dose often 56.1 µM), for inactives: at the top dose activity change, negative = inhibition, actives largely listed as inhibitors;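 also: potency is read from the fitted curve at half-maximal effect; plate controls were vehicle for no effect and no enzyme for full effect; nearly all actives have a fitted effect of over 35% in size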
Target sequence (P54132 whole entry, looked up): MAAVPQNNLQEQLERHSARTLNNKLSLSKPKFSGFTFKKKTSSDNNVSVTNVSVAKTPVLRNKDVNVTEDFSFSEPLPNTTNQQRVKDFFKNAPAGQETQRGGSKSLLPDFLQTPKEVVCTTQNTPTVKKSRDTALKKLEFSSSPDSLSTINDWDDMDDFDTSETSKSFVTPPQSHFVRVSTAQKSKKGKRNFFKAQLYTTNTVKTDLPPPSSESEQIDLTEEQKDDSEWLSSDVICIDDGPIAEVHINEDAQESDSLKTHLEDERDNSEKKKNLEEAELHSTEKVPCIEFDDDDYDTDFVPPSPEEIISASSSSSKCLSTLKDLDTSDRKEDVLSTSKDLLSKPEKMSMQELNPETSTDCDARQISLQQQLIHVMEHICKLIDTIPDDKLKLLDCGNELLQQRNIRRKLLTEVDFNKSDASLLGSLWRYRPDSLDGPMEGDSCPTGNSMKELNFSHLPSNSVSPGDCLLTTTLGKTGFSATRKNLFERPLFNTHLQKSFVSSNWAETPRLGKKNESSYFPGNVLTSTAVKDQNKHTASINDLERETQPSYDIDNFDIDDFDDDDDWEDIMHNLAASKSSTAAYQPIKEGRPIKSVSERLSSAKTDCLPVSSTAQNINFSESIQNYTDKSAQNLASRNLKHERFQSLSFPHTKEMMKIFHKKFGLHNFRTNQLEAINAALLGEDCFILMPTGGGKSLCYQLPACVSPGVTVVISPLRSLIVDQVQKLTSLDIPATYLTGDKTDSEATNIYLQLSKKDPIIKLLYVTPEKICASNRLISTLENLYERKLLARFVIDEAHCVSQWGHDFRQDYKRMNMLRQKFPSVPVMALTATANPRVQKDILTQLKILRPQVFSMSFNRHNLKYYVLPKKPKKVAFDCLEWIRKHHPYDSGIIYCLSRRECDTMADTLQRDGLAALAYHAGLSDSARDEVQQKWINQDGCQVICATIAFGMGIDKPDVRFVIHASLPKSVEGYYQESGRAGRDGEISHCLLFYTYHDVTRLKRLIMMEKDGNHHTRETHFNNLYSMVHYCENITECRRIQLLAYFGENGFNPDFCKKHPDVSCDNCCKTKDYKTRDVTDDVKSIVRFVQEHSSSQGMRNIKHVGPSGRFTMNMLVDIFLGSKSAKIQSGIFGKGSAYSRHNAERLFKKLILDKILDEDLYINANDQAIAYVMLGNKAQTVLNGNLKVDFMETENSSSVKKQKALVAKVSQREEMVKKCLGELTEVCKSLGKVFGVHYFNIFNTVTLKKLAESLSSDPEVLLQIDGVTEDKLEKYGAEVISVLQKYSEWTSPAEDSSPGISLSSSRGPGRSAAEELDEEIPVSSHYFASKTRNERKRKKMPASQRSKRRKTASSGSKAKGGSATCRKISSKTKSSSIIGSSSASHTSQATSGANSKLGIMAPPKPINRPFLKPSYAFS
POLI inh: qHTS for Inhibitors of Polymerase Iota | DNA polymerase iota (Homo sapiens), Q9UNA4 | Pol iota fluorescent replication assay, 10 min | Potency, µM (top dose mostly 115 µM), for the others: top-dose activity, negative = inhibition, hits mostly inhibitors | actives 1% (n = 390,000); also: potency is read from the fitted curve at half-maximal effect
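Pol iota at 10 nM preincubated 15 min with compounds at room temperature; reaction started with fluorescent substrate, 50 nM final. Fluorescence read kinetically at 0 and 10 min; buffer-only wells as negative control.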
Apoferritin bind: qHTS Assay for Identification of Novel General Anesthetics; Ferritin light chain (Equus caballus), P02791; apoferritin/1-aminoanthracene competitive binding, fluorescence; Potency, µM (titrated, usually from 77.5 µM), for inactives: at the highest dose activity change, negative = displacement, actives largely listed as inhibitors; actives 0.074% (n = 350,000); AID 485281, 2010; also: potency is read from the fitted curve at half-maximal effect; % is scaled to controls: 0 for no effect and ±100 for the full control effect; nearly all actives have a fitted effect of over 20% in size
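Probe: 1-aminoanthracene (50% saturated, PBS). Protein: horse-spleen apoferritin, 10 uM. Incubation: 10 min, room temperature. Detection: 380 nm excitation, 535 nm emission. Analysis: normalized response, four-parameter Hill.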
Pol kappa inh: qHTS for Inhibitors of Polymerase Kappa; Potency, µM (series often up to 107 µM), inactives show at the highest dose activity, negative = inhibition, most hits filed as inhibitors; purified Pol kappa, fluorescent DNA synthesis assay, 10 min; DNA polymerase kappa (Homo sapiens), Q9UBT6; actives 0.53% (n = 400,000); also: potency is read from the fitted curve at half-maximal effect; % is scaled to controls: 0 for no effect and ±100 for the full control effect
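50 nM final substrate added after 15 min RT preincubation of 10 nM Pol kappa with compound; fluorescence read at 0 and 10 min.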
TRHR agonist: qHTS for Small Molecule Agonists and Allosteric Enhancers of Human TRH Receptor: Primary Screen for Agonists | activation, % at 2 µM | TRHR cells, calcium flux fluo-8, FDSS agonist mode | actives 0.18% (n = 360,000); in the data active = activation above about 30%; also: 0% is about no effect
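In this calcium-flux screen, cells bearing human TRHR are dye-loaded with fluo-8, baselined for 10 cycles, then exposed to library compounds; positive kinetic calcium responses during the agonist phase mark hits, with TRH as control.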
ERG Ets-DNA blk: qHTS for Small Molecule Inhibitors of the ERG Ets/DNA interaction. Transcriptional regulator ERG (Homo sapiens), P11308. Potency, µM (titrated, usually from 76.9 µM), for inactives: at the top dose FP activity, negative = inhibition, most hits filed as inhibitors. fluorescence polarization, His-ERG Ets domain / labelled DNA. actives 0.028% (n = 370,000); active = well fitted inhibition curve with a large enough effect in the polarisation, with a control signal flat; inconclusive = small, poorly fitted or top-dose-only effect, or effect the other way, or a change in a side signal; inactive = no such curve, though single readings can be large or run the other way; the % refers to the polarisation;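 also: polarization taken with two DNA probes labelled with fluorescein and Texas red; potency is read from the fitted curve at half-maximal effect; % of control where 0% means no effect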
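His-tagged ERG Ets domain (1 uM in the protein solution; 300mM KCl, 50mM Tris-HCl, 1mM EDTA, 1mM DTT, pH 7.5) received compound, then a probe mix of 5 nM fluorescein-DNA and 100nM Texas-615-DNA. Fluorescence polarization was read for both dyes.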
ALOX12 inh: Primary qHTS assay for inhibitors of human arachidonate 12S-lipoxygenase (ALOX12): Round 2 | actives 1.1% (n = 580,000) | Potency, µM (top dose mostly 108 µM), without a hit: at the top dose activity change, negative = inhibition, usual class: inhibitors | Polyunsaturated fatty acid lipoxygenase ALOX12 (Homo sapiens), P18054 | purified 12hLO, xylenol orange hydroperoxide absorbance | AID 1671190, 2021; also: potency is read from the fitted curve at half-maximal effect; % is scaled to controls: 0 for no effect and ±100 for the full control effect
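Hydroperoxide product was detected by ferrous iron/xylenol orange as the 573 to 405 nm absorbance ratio. Arachidonic acid at 40 uM (final) was turned over for 30 min at room temperature by 150 nM human 12hLO, pH 7.0 Hepes buffer, after 15 min compound preincubation.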
POLB inh: qHTS Assay for Inhibitors of DNA Polymerase Beta; P06746; Pol beta primer extension/strand displacement, fluorescence kinetic; Potency, µM (doses to about 114 µM), for the others: at the top dose activity change, negative = inhibition, hits mostly inhibitors; actives 1.3% (n = 340,000); AID 485314, 2010; also: potency is read from the fitted curve at half-maximal effect; % is scaled to controls: 0 for no effect and ±100 for the full control effect
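Reaction started by 50 nM substrate onto compound-treated Pol beta (10 nM, 15 min preincubation, room temperature); plates read at 0 min and 10 min. Normalized concentration-effect data fitted by four-parameter Hill equation.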
* = called active by the depositor; ? = inconclusive; / = no result given; [ ] = remark or other dose. Unless noted, calls follow the shape of the dose curve; as a rule, active = well fitted curve in the direction sought with a large enough effect; inconclusive = small, poorly fitted or top-dose-only effect, or another doubt; inactive = no such curve, though single readings can be large; an effect the other way counts as inactive or inconclusive. The list is partial. The share of hits here may be higher or lower than overall.

#	SMILES	APEX1 inh	BLM helicase inh	POLI inh	Apoferritin bind	Pol kappa inh	TRHR agonist	ERG Ets-DNA blk	ALOX12 inh	POLB inh
1	COc1cccc(NC(=O)CN(C)C(=O)c2ccc(COc3ccccc3)cc2)c1	0%	/	4%	/	-5%	-0.1	1%	-8%	/
2	CC(=NCc1cccnc1)C1=C(O)c2ccccc2C1=O	?	17%	-2%	-14%	-11%	-1.1	-4%	12%	21%
3	CCCCCC1CC(CC#CCN2CCOCC2)C(=O)O1 (configuration not stated)	0%	-11%	-19%[58.9 µM]	1%	-1%	-0.3	0%	?	26%
4	CC(=O)c1c(N2CCN(C)CC2)nc(=S)n(Cc2ccccc2)c1C	-7%	0%	13%	-9%	-13%	0.0	0%	-25%	95%
5	O=C(NNC(=O)c1ccccc1O)c1cccc(Br)c1	19%	0%	19%	?	-18%	0.3	-2%	0%	25%
6	COC(=O)[C@H](C)NC(=O)NCc1ccccc1	-10%	-1%	-1%	4%	3%	-1.1	4%	272%[activator]	-6%
7	COc1ccc(CNC(=O)/C=C/c2cc([N+](=O)[O-])ccc2OC(F)F)cc1OC	-3%	-6%	-3%	?	-8%	-0.4	5%	16%	1%
8	Cc1[nH]nc(SCC(=O)NCc2ccc(Cl)cc2)c1[N+](=O)[O-]	2%	1%	6%	0%	-4%	-0.2	/	1%	44%
9	CC(C)CCNC(=O)CN(Cc1ccco1)C(=O)c1snc(C(N)=O)c1N	12%	-4%	63%[activator]	1%	-1%	0.0	2%	10%	37%[activator]
10	CCNS(=O)(=O)c1ccc(CCC(=O)N2CCN(C(=O)OCC)CC2)cc1	-5%	-3%	21%	-2%	-7%	-0.3	2%	56%[activator]	-8%
11	CC(C)c1ccc(C2(O)C(=O)Nc3cc(Br)ccc32)c(O)c1 (configuration not stated)	-1%	-6%	84%[activator]	5%	-6%	1.0	0%	?	9%
12	c1ccc(COc2ccccc2CNC2CCCC2)cc1	1%	1%	100%[activator]	-10%	-21%	0.6	-2%	3%	-2%
13	COc1ccc(N2CCN(C(=O)c3nn(-c4ccc(C)cc4)c(=O)n(C)c3=O)CC2)cc1	/	-1%	?	-15%	-5%[60.1 µM]	-0.4	9%	-32%	14%
14	COc1ccccc1NCC(O)COc1ccc(C(C)(C)C)cc1 (configuration not stated)	-2%	-13%	25%	?	-11%	0.0	-7%	?	2%
15	CN=C1NC(C)(C)C2CCC(C)(CC2)S1	/	/	5%	/	-8%	/	-3%	-1%	/
16	COc1ccc(CNC(=O)C2CCN(S(=O)(=O)N3CCCC3)CC2)c(OC)c1	87%[activator]	-4%	0%	-4%	-1%	-0.2	0%	4%	1%
17	CCN(CC(O)CON=C1c2ccccc2-c2ccccc21)S(=O)(=O)c1ccc(Cl)cc1 (configuration not stated)	-6%	-12%	6%	-13%	-9%	2.8	20%	-5%	-12%
18	O=C(CSc1nnc2scc(-c3ccccc3)n12)Nc1nsc(-c2ccccc2)n1	-3%	20µM*	?	5%	-23%	0.6	2%	?	?
19	Cc1cc2sc3ccccc3c(=O)c2c(C)c1O	-2%	-4%	?	-16%	-12%	2.7	-1%	-16%	50µM*
20	COc1ccc(CC(=O)N/N=C(\C)CC(=O)Nc2ccc3c(c2)OCCO3)cc1OC	11%	-4%	118%[activator]	2%	-7%	0.7	1%	0%	24%
21	COc1cc(NC(=O)CSc2nc(C3CC3)nc3ccccc23)cc(OC)c1	9%[12.4 µM]	-6%	38%[activator]	1%	-17%	-0.2	-5%	-6%	-24%
22	CCN1C(=O)CC(n2c(C)nc3ccccc32)C1=O (configuration not stated)	18%	-3%	6%	-5%	-7%	1.1	-1%	-1%	-3%
23	CCc1cc2c(=O)n(CC(C)C)cnc2s1	13%	-14%	47%[activator]	-16%	3%	-0.7	-5%	1%	11%
24	C[C@@H]1CN([C@@H](C)CO)C(=O)c2cc(N(C)C)ccc2O[C@@H]1CN(C)S(C)(=O)=O	-6%	/	25%	/	0%	/	-5%	-13%	/

Ordered by the number under POLI inh (descending): some entries from above
entry	Structure	POLI inh
24	C[C@@H]1CN([C@@H](C)CO)C(=O)c2cc(N(C)C)ccc2O[C@@H]1CN(C)S(C)(=O)=O	25%
17	CCN(CC(O)CON=C1c2ccccc2-c2ccccc21)S(=O)(=O)c1ccc(Cl)cc1 (configuration not stated)	6%
15	CN=C1NC(C)(C)C2CCC(C)(CC2)S1	5%
16	COc1ccc(CNC(=O)C2CCN(S(=O)(=O)N3CCCC3)CC2)c(OC)c1	0%

Single records (already shown).
CCN(CC(O)CON=C1c2ccccc2-c2ccccc21)S(=O)(=O)c1ccc(Cl)cc1 (configuration not stated) in the list: APEX1 inh: -6%; BLM helicase inh: -12%; POLI inh: 6%; Apoferritin bind: -13%; Pol kappa inh: -9%; TRHR agonist: 2.8; ERG Ets-DNA blk: 20%; ALOX12 inh: -5%; POLB inh: -12%
COc1ccc(CC(=O)N/N=C(\C)CC(=O)Nc2ccc3c(c2)OCCO3)cc1OC in the list: APEX1 inh: 11%; BLM helicase inh: -4%; POLI inh: 118%[activator]; Apoferritin bind: 2%; Pol kappa inh: -7%; TRHR agonist: 0.7; ERG Ets-DNA blk: 1%; ALOX12 inh: 0%; POLB inh: 24%

(further entries)
#	SMILES	APEX1 inh	BLM helicase inh	POLI inh	Apoferritin bind	Pol kappa inh	TRHR agonist	ERG Ets-DNA blk	ALOX12 inh	POLB inh
25	COc1ccc(C(C[N+](=O)[O-])c2c(-c3ccccc3)cc3ccccn23)cc1 (configuration not stated)	15%	-1%	?	?	-21%	-0.2	-1%	?	28%
26	O=C1CCC([N+](=O)[O-])C(c2cccc([N+](=O)[O-])c2)N1 (configuration not stated)	0.11µM*	0%	133%[activator]	-8%	-14%	0.1	10%	-2%	-19%
27	Cc1ncc(CO)c(/C=N/NC(=S)Nc2cccc(Cl)c2)c1O	-1%	-13%	?	61%[activator]	-4%	0.9	6%	/	-4%
28	CN(Cc1ccco1)C(=O)Cn1cc(S(=O)(=O)N2CCCC2)c(S(=O)(=O)N2CCCC2)c1	-13%	-1%	25%	-5%	-11%	0.0	1%	-5%	41%
29	Cc1ccccc1-c1nc(CS(=O)(=O)CC(=O)NCc2ccc3c(c2)OCO3)c(C)o1	-4%	-4%	2%	-21%	11%	-0.2	20%	-8%[57.4 µM]	-15%
30	CC(C)c1ccc([N+](=O)[O-])cc1S(=O)(=O)N1CCN(C)CC1	16%	-1%	-10%	-9%	-3%	0.2	0%	0%	25%
31	CCc1ccc(OCC(=O)N/N=C/c2cc([N+](=O)[O-])ccc2N2CCCCCC2)cc1	11%	0%	169%[activator]	-12%	-1%	0.1	-5%	6%	28%
32	COc1ccccc1CNC(=O)N1CCN(S(=O)(=O)c2ccccc2)CC1	35%[activator]	-3%	5%	1%	1%	0.5	8%	-16%	-10%
33	Cc1ccc(NC(=O)CSCC(=O)O)cc1	1%	-2%	26%	-4%	16%	0.9	10%	2%	12%
34	Cc1ccc2[nH]c3c(c2c1)CCNC3=O	7%	-2%	34%[activator]	-12%	-7%	-0.5	-15%	0%	22%
35	COc1ccccc1NC(=O)CCC(=O)Nc1nnc(C2CCCCC2)s1	-9%	1%	28%	-18%	-10%	0.0	3%	-1%	9%
36	CCc1cccc(NC(=O)C2CCCN(S(=O)(=O)c3cnc[nH]3)C2)c1 (configuration not stated)	56%	0%	21%	-3%	6%	0.1	-23%	0%	-1%
37	CCOc1ccc(CCNC(=O)c2ccc(-c3nc(CSc4ccccc4)c(C)o3)cc2)cc1	/	0%	38%[activator]	5%	-8%	0.3	3%	-24%	-1%
38	Cc1cc2nc(-c3ccc(OCc4ccc(F)cc4)cc3)cc(C(F)(F)F)n2n1	/	0%	45%[activator]	-8%	-5%	1.2	-2%	0%	17%
39	CC1(C)CC(NC(=S)NC2CC2)CC(C)(C)N1	1%	-2%	47%[activator]	-1%	-10%	0.4	9%	11%	27%
40	CCOc1cc(-c2nnc(NC(=O)C3=COCCO3)o2)cc(OCC)c1OCC	26%	/	7%	/	-1%	-0.1	-9%	-3%	/
41	O=C1CC(N(C(=O)c2ccco2)c2cccc(Cl)c2)C(=O)N1c1cccc(Cl)c1 (configuration not stated)	1%	-8%	-1%[58.9 µM]	-15%	-12%	0.1	-11%	-15%	4%
42	COc1ccc(NC(=O)Cc2ccccc2F)cc1S(=O)(=O)N1CCCCC1	-10%	/	18%	/	1%	-0.4	3%	-13%	/
43	CCCNNC(=O)C(O)(c1cccc(C)c1)c1cccc(C)c1	-5%	0%	21%	-5%	-5%	-0.2	-13%	20%	40%
